T cell HTS – T cell immune modulators affecting CD8 T cell-vesicle binding. 2C CD8+ T cell-vesicle binding, flow cytometry; active compounds read low. calls only at 7 µM. 0.068% of 330,000 active. AID 2052;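 active = response, share of CD8 T cells binding vesicles, and their 90th percentile fluorescence all below set limits, cut at about 80% in these data, passing the limit was not always enough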
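Assay system – 2C mouse CD8+ T cells · Also added – QL9-loaded Drosophila micro-vesicles · Timing – Cell–vesicle co-incubation 1.5 h at 37 °C, staining 20 min on ice · Signal – flow cytometry of vesicle-bound cells · Measure – percent CD8+ FL2 mean versus row control · Controls – Peptide-free naked vesicles (low) and QL9 vesicles with 0.7% DMSO vehicle (high)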
NTR1 ag – NTR1-driven beta-arrestin-GFP spot formation – imaging, U2OS cells, high content, primary screen (AID 493036) | P30989 | agonist mode | activation, % at 20 µM | 0.17% of 330,000 active;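 active = activation at or above 40% of the spot to cytoplasm intensity ratio, with at least 20 cells analyzed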;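 note: 0% = DMSO without peptide and 100% = 100 nM NTR1 peptide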
Target sequence (P30989 whole entry, looked up): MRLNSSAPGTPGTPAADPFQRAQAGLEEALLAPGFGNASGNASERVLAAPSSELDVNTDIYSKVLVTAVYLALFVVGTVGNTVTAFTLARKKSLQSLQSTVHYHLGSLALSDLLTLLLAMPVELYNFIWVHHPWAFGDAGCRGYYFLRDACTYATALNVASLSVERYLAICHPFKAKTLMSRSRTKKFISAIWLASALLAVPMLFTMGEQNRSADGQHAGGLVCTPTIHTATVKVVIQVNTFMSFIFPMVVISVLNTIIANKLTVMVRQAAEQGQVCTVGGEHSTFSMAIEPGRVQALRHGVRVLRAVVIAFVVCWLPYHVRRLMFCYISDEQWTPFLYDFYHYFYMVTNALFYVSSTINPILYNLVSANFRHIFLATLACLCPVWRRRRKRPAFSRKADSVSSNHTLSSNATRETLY
Myeloid diff 2 – promotes myeloid progenitor differentiation; ER-HoxA9 myeloid progenitors, lysozyme-GFP differentiation, flow cytometry; calls only at 10 µM; 1% of 360,000 active;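 active = normalized GFP-positive differentiation at or above the plate's own cutoff, the solvent-only control mean plus 3 SD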;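 note: cells exposed to compound for four days before flow analysis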
HEK293 NOD2/NF-kB – inhibition of NOD2-driven NF-kB reporter – cell-based, luminescence, uHTS, HEK293 (AID 1566) | HEK293 NOD2/NF-kB luciferase reporter, luminescence; higher % means a stronger effect | inhibition, % at 4 µM, or EC50 in µM where a hit was titrated | 0.63% of 290,000 active; note: many of its hits are not listed in these tables
GPR55 LPI antagonism – inhibition of LPI-stimulated GPR55 beta-arrestin translocation – imaging, U2OS, beta-arrestin-GFP, LPI agonist, primary screen (AID 2013); inhibition, % at 10 µM; hits with a dose series show IC50 in µM; U2OS GPR55 beta-arrestin-GFP translocation imaging, LPI antagonism; higher % means a stronger effect; 0.13% of 290,000 active;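 active = spots per cell inhibited over 60%, with over 100 cells counted and total cytoplasm intensity under 500,000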;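 note: U2OS cells stably carrying GPR55 and arrestin-GFP stimulated by 5 µM LPI near EC80; imaged beta-arrestin-GFP aggregate spots per cell after agonist stimulation; plate controls were LPI-stimulated DMSO wells for no effect and DMSO wells without LPI for full effect; some results filed as inactive read as strong as hits; confirmed hits need IC50 under 10 µM and bright autofluorescent wells are also inconclusive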
KOR beta-arrestin-1 – KOR agonists, beta-arrestin recruitment, primary screen, cell-based, luminescence, uHTS (AID 1777). KOR beta-arrestin recruitment, luminescence; higher % means a stronger effect. one-dose activation, % at 10 µM; EC50 in µM for titrated hits. 0.02% of 280,000 active; in the data active = activation above about 50%, passing the limit was not always enough; note: a part of the inactive calls stands beside numbers as strong as those of hits
KOR beta-arrestin-2 – KOR antagonists, beta-arrestin recruitment, cell-based, luminescence, uHTS (AID 1778); KOR beta-arrestin recruitment, luminescence, antagonist mode; higher % means a stronger effect; inhibition, % at 10 µM; hits with a dose series show IC50 in µM; 0.091% of 290,000 active; note: strong numbers were not always called active
NOD1 NF-kB reporter – NOD1 signaling inhibitors, primary screen, cell-based, luminescence, uHTS (AID 1578); NOD1-driven NF-kB luciferase reporter cells, luminescence; higher % means a stronger effect; one-dose inhibition, % at 4 µM; EC50 in µM for titrated hits; 1% of 290,000 active; in the data active = inhibition mostly above about 36%, no sharp cut-off; inactive = mostly below about 34%;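 note: HEK-293T reporter cells stimulated with the NOD1 agonist gamma-tri-DAP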
GPR55 activation – GPR55 agonists via beta-arrestin recruitment, primary screen, imaging, U2OS cells, beta-arrestin-GFP redistribution (AID 1961); 0.048% of 290,000 active; activation, % at 10 µM; hits with a dose series show EC50 in µM; U2OS GPR55 beta-arrestin-GFP redistribution imaging; higher % means a stronger effect;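 active = activation above 40% with more than 50 cells counted in the well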;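 note: U2OS osteosarcoma cells stably expressing GPR55 and beta-arrestin-GFP; plate controls were DMSO negative control for no effect and LPI positive control for full effect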
T cell HTS vesicle-bound % – recorded beside T cell HTS, whose call it bears; double positive events, %; measured here: CD8+ vesicle-bound cell fraction;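 binding gate set so that unloaded-vesicle control wells show 10% double positive cells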
NTR1 ag cell count 20 µM – second read-out of NTR1 ag, no call of its own (marks repeat the call); cell count; measured here: cell count, cytotoxicity flag
Myeloid diff 2 GFP+ MAC1+ % – also measured in Myeloid diff 2; calls as there; GFP+ MAC1+ double positive, %; measured here: differentiation confirmed by MAC1 staining
Active calls of the source: *; i = inactive; x = no result given; [ ] = dose if it differs, or a comment. Cut-off read from the data, not from the text of the source, unless noted: active = inhibition above about 50%; inactive = the rest.

SMILES | T cell HTS | T cell HTS vesicle-bound % | NTR1 ag | NTR1 ag cell count 20 µM | Myeloid diff 2 | Myeloid diff 2 GFP+ MAC1+ % | HEK293 NOD2/NF-kB | GPR55 LPI antagonism | KOR beta-arrestin-1 | KOR beta-arrestin-2 | NOD1 NF-kB reporter | GPR55 activation
Cc1onc(-c2ccccc2)c1C(=O)Nc1ccnn1C1CCCCC1 | i | 20 | -0.3 | 85 | i | 2.1 | 4% | 1% | -2.1% | 48% | -13% | -0.1%
COc1ccc(CCNC(=O)CN2CCC(C)CC2)cc1OC | i | 36 | -0.7 | 97 | i | 0.9 | 15% | -21% | -3.2% | -9% | -8% | 0.0%
CC(C)c1ccccc1NC(=S)NCC1(N(C)C)CCCCC1 | i | 66 | -0.3 | 67 | i | 1.8 | -12% | 18% | 1.0% | 5% | -35% | -0.1%
COC(=O)C1=C(C)NC(=S)NC1c1sccc1C (stereo unspecified) | i | 0 | 1.9 | 43 | i | 0.5 | 10% | 13% | -2.4% | -21% | -27% | -0.3%
CCOC(=O)c1ccc(-n2cc(C(=O)c3cccnc3)nn2)cc1 | i | 26 | x | x | i | 1.1 | 15% | 12% | -3.3% | 28% | -8% | -0.1%
N/C(=N\NC(=O)c1cccs1)c1cc2cc(Cl)ccc2oc1=O | i | 21 | 2.0 | 61 | i | 0.0 | 16% | 5% | -1.7% | 32% | -4% | 0.0%
CC(/C=C/c1ccco1)=N\NC(=O)C(O)c1ccccc1 (stereo unspecified) | i | 54 | -1.9 | 80 | i | 0.3 | 10% | 3% | 5.7% | -21% | 5% | 0.1%
Cc1ccccc1-c1nc(CS(=O)(=O)CC(=O)NCCCN2CCCC2)c(C)o1 | i | 20 | -1.6 | 93 | i | 2.7 | -12% | -3% | 7.4% | 5% | -4% | -0.1%
COc1ccc(-c2noc(C3CCCN(S(=O)(=O)c4cccc(Cl)c4C)C3)n2)cc1OC (stereo unspecified) | i | 27 | 2.8 | 68 | i | 1.6 | 1% | 3% | -8.7% | -12% | -17% | -0.1%
CCN(CC)c1ccc(C2C(C(=O)OC)=C(C)NC(C)=C2C(=O)OC)cc1 | i | 50 | -0.4 | 74 | i | 1.4 | -5% | 9% | -4.1% | x | 11% | 0.1%
Cc1ccc(-c2n[nH]c(=O)c3ccccc23)cc1S(=O)(=O)Nc1ccccc1 | i | 41 | -1.0 | 56 | i | 0.4 | x | -6% | 0.5% | -32% | x | 4.1%
CC(=O)Nc1ccc(C(=O)N/N=C/c2cccnc2)cc1 | i | 63 | x | x | i | 0.6 | 9% | 22% | 3.9% | 10% | -8% | 0.2%
Cc1ccnc(NC(=O)c2ccc(Br)s2)c1 | i | 10 | 0.9 | 53 | i | 0.3 | -82% | -10% | -1.1% | -13% | -12% | -0.2%
O=S(=O)(c1ccccc1)c1nc(-c2ccco2)oc1N1CCCCC1 | i | 7 | 0.6 | 46 | i | 1.9 | 18% | 2% | -3.0% | -3% | 16% | -0.1%
CCOC(=O)CN1C(=O)CSc2ccccc21 | i | 3 | -1.3 | 82 | i | 0.5 | 6% | 8% | -1.3% | 17% | -13% | -0.4%
O=C(CN1CCCCCC1)Nc1ccc(Cl)cc1F | i | 37 | -1.1 | 44 | i | 0.8 | 6% | 3% | 2.3% | -12% | -24% | 0.6%
C/C(=N/NC(=O)c1cc2ccccc2cc1O)C1C(=O)c2ccccc2C1=O | i | 17 | 1.7 | 76 | i | 1.5 | -90% | 11% | -7.1% | 0% | -58% | -0.1%
O=C(NC(=S)Nc1ccc2oc(=O)ccc2c1)c1cc2ccccc2o1 | i | 15 | 6.1 | 54 | i | 0.2 | -48% | 7% | -3.9% | -43% | -7% | -0.1%
Cc1ccc2[nH]c(C)c(CCNC(=O)c3c(N)no[n+]3[O-])c2c1 | i | 34 | -1.7 | 78 | i | 0.5 | 8% | 3% | -0.7% | 13% | -11% | 1.5%
CCCCSc1ccc2nc(-c3ccc(C#N)cc3)cn2c1 | i | 56 | 7.0 | 37 | i | 0.1 | -13% | 12% | 2.9% | -9% | 22% | -0.1%
O=C(CS(=O)(=O)c1cn(Cc2ccc(Cl)cc2)c2ccccc12)N1CCCC1 | i | 18 | -0.8 | 88 | i | 2.7 | 8% | -11% | -2.3% | -2% | 0% | -0.1%
COC(=O)CSc1ccc(C#N)c(SCC(=O)OC)c1 | i | 28 | -1.1 | 47 | i | 0.7 | -1% | -8% | 5.2% | -51% | 11% | 0.0%
C=CCOc1ccc(Br)cc1/C=N/O | i | 59 | 1.5 | 50 | i | 0.9 | 1% | -1% | 2.1% | -30% | 14% | 0.0%
CC(=O)c1cc(-c2ccccc2)n(CC(=O)N2CCCCC2)c1C | i | 6 | 1.4 | 88 | i | 9.4 | -9% | 5% | -2.7% | -8% | -10% | -0.1%
O=C(/C=C/c1ccco1)NC(=S)Nc1ccc(O)c(-c2nc3ccccc3s2)c1 | i | 56 | 7.4 | 46 | i | 1.7 | -66% | 0% | 0.9% | -1% | -44% | 0.0%
COc1ccc(OC)c(CCNC(=O)c2cccc(NC3=NC4CS(=O)(=O)CC4S3)c2)c1 (stereo unspecified) | i | 31 | 1.3 | 87 | i | 1.5 | 19% | -3% | -4.3% | 4%[20 µM] | 9% | -0.1%
COc1ccccc1Oc1ccc(N2CC(C(=O)OCC(=O)c3ccc(F)cc3)CC2=O)cc1 (stereo unspecified) | x | x | -0.1 | 57 | i | 0.9 | -14% | 8% | -5.4% | 2% | -30% | 0.0%
COc1ccc(-c2nnc(SCC(=O)N(Cc3ccccc3)C(C)(C)C)o2)cc1OC | i | 19 | 27 | 77 | i | 1.8 | 31% | -1% | 3.2% | -10% | 59%* | -0.2%
COC(=O)CCCC1=CC2=CC(=O)C(C)(OC(=O)c3cccs3)C(=O)C2=CN1CCc1c[nH]c2ccccc12 (stereo unspecified) | i | 51 | 3.4 | 79 | i | 0.6 | 10% | 9% | -3.1% | -9% | -3% | -0.2%
CC(=O)c1ccccc1OCC(O)CN1CCN(c2ccccn2)CC1 (stereo unspecified) | i | 54 | 4.6 | 49 | i | 2.9 | -16% | -9% | 4.9% | -40% | 13% | -0.1%
O=C1/C(=C\c2ccncc2)SC(=S)N1C1CCCCC1 | i | 47 | 4.3 | 49 | i | 0.9 | 9% | -2% | 0.7% | 26% | -14% | 0.6%
O=C(c1ccc([N+](=O)[O-])c(CS(=O)(=O)c2ccc(Cl)cc2)c1)N1CCCC1 | i | 20 | -1.7 | 30 | i | 0.5 | -7% | 0% | 8.8% | -4% | -33% | -0.3%
COc1ccc(NC(=O)Nc2ccccc2F)cc1 | i | 26 | -0.2 | 53 | i | 9.5 | -146% | 4% | -5.9% | -12% | -97% | 0.0%
CC(Sc1nncn1C)C(=O)Nc1ccc(S(N)(=O)=O)cc1 (stereo unspecified) | i | 54 | -1.0 | 56 | i | 0.3 | 4% | 5% | -0.2% | -3% | -19% | 0.2%
CC(C)CNC(=O)COC(=O)c1cc(S(=O)(=O)N(C)C)ccc1N1CCCC1 | i | 26 | -1.5 | 104 | i | 0.2 | 15% | 2% | -4.3% | -1% | 20% | -0.1%
O=C(COc1ccc(C(=S)N2CCOCC2)cc1)N1CCOCC1 | i | 34 | 0.6 | 69 | i | 1.0 | 3% | 6% | 0.5% | 23% | -8% | -0.1%
CN1N=C2c3ccccc3CCCC2C1c1ccc(F)cc1 (stereo unspecified) | i | 8 | 0.0 | 55 | i | 0.2 | -143% | 5% | -1.9% | 15% | -15% | -0.1%
COc1cccc2c1-c1c(C(=O)O)cccc1C2=O | i | 10 | 1.4 | 48 | i | 0.6 | 11% | -21% | -5.2% | -15%[20 µM] | -13% | -0.1%
CCn1c(SCC(=O)N2CC(=O)Nc3ccccc32)nnc1-c1ccoc1C | i | 31 | -1.5 | 35 | i | 0.6 | 2% | 2% | -1.2% | 18% | -39% | 2.4%
CC(=O)N1CCN(S(=O)(=O)c2ccc(S(=O)(=O)NC3CCCCC3)cc2)CC1 | i | 43 | 1.0 | 40 | i | 5.9 | 19% | 20% | 0.0% | -36% | -6% | -0.1%

Complete entries, quoted from the list.
Results for COC(=O)CSc1ccc(C#N)c(SCC(=O)OC)c1 → T cell HTS: i; T cell HTS vesicle-bound %: 28; NTR1 ag: -1.1; NTR1 ag cell count 20 µM: 47; Myeloid diff 2: i; Myeloid diff 2 GFP+ MAC1+ %: 0.7; HEK293 NOD2/NF-kB: -1%; GPR55 LPI antagonism: -8%; KOR beta-arrestin-1: 5.2%; KOR beta-arrestin-2: -51%; NOD1 NF-kB reporter: 11%; GPR55 activation: 0.0%
Results for CN1N=C2c3ccccc3CCCC2C1c1ccc(F)cc1 (stereo unspecified) → T cell HTS: i; T cell HTS vesicle-bound %: 8; NTR1 ag: 0.0; NTR1 ag cell count 20 µM: 55; Myeloid diff 2: i; Myeloid diff 2 GFP+ MAC1+ %: 0.2; HEK293 NOD2/NF-kB: -143%; GPR55 LPI antagonism: 5%; KOR beta-arrestin-1: -1.9%; KOR beta-arrestin-2: 15%; NOD1 NF-kB reporter: -15%; GPR55 activation: -0.1%
Results for CC(=O)N1CCN(S(=O)(=O)c2ccc(S(=O)(=O)NC3CCCCC3)cc2)CC1 → T cell HTS: i; T cell HTS vesicle-bound %: 43; NTR1 ag: 1.0; NTR1 ag cell count 20 µM: 40; Myeloid diff 2: i; Myeloid diff 2 GFP+ MAC1+ %: 5.9; HEK293 NOD2/NF-kB: 19%; GPR55 LPI antagonism: 20%; KOR beta-arrestin-1: 0.0%; KOR beta-arrestin-2: -36%; NOD1 NF-kB reporter: -6%; GPR55 activation: -0.1%

Remaining list, next part
SMILES | T cell HTS | T cell HTS vesicle-bound % | NTR1 ag | NTR1 ag cell count 20 µM | Myeloid diff 2 | Myeloid diff 2 GFP+ MAC1+ % | HEK293 NOD2/NF-kB | GPR55 LPI antagonism | KOR beta-arrestin-1 | KOR beta-arrestin-2 | NOD1 NF-kB reporter | GPR55 activation
NC(=O)CSc1nc(-c2ccccc2Cl)ns1 | i | 6 | -1.1 | 86 | i | 1.2 | -35% | -1% | -3.9% | -16% | -27% | -0.1%
COc1ccc(/C=C/C(=O)NCCCN2CCCC2)cc1 | i | 33 | -2.2 | 93 | i | 1.2 | 10% | 3% | -1.8% | 19% | -14% | 0.0%
COc1ccc(-c2cc(=O)oc3cc(OC(=O)C4CCCCC4)ccc23)cc1 | i | 53 | 1.9 | 93 | i | 0.1 | 41% | -1% | 1.5% | -1% | 88%* | 0.2%
CCCCNC(=O)c1cc2c(C)cc(C)cc2[nH]1 | i | 22 | 1.5 | 49 | i | 0.4 | -9% | 4% | 0.7% | 15% | -12% | -0.2%

Some of the compounds tested, so the mix of outcomes need not match the whole.
